HT1080NT lethal: kills 2HG-producing HT-1080-NT fibrosarcoma cells. Potency, µM (highest dose often 46.1 µM), for inactives: at the top dose activity, negative = less viability, actives largely listed as cytotoxic. HT-1080-NT fibrosarcoma viability, CellTiter-Glo ATP luminescence, 48 h. AID 686970. 360,000 compounds, 1.6% hits;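 also: NT is the 2HG producing partner of a matched IDH1 knockdown line; potency is read from the fitted curve at half-maximal effect; 0% = DMSO-treated cells and -100% = media-only wells without cells; nearly all actives have a fitted effect of over 55% in size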
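Read-out is CellTiter-Glo luminescence after 10 minutes at room temperature, following 48 hours' compound treatment of HT-1080-NT cells (750 cells/well, RPMI, 5% FBS, 37 degrees C).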
HEK293 tox: cytotoxic in the GLP-1 receptor inverse agonist counter-screen | HEK293 cAMP-luciferase reporter cells, luminescence, 24 h | Potency, µM (highest dose often 38.3 µM), inactives show top-dose activity change, negative = inhibition, most hits filed as inhibitors | 410,000 compounds, 0.13% hits;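 also: loss of luciferase light is scored as toxicity; potency is read from the fitted curve at half-maximal effect; % is scaled to controls: 0 for no effect and ±100 for the full control effect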
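Step one: seed cells (200 cells/uL, DMEM with 10% Nu serum, 1% pen-strep). Step two: 12-hour incubation at 37 deg C. Step three: pin 23 nL compound, incubate 24 hr. Step four: add luciferase reagent, read luminescence 12 min later.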
KB-3-1 cytotox: KB-3-1 parental cell cytotoxicity; KB-3-1 viability, CellTiter-Glo ATP luminescence, 72 h; Potency, µM (doses to about 46.1 µM), inactives show at the highest dose activity change, negative = cytotoxic, most hits filed as cytotoxic; 400,000 compounds, 1.4% hits; also: potency is read from the fitted curve at half-maximal effect; % is scaled to controls: 0 for no effect and ±100 for the full control effect; nearly all actives have a fitted effect of over 60% in size
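Using CellTiter-Glo luminescence, growth of non-resistant KB-3-1 adenocarcinoma cells is assessed 72 h after pin-tool compound addition at 37 °C. Normalized responses across the concentration series yield fitted curves.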
MCF10A rereplic: induces DNA re-replication in MCF 10a normal breast cells; MCF 10A DNA re-replication, Hoechst nuclear intensity, 48 h; Potency, µM (series often up to 46.1 µM), inactives show top-dose activity, positive = re-replication, actives largely listed as activators; 350,000 compounds, 2.9% hits; AID 624296; also: potency is read from the fitted curve at half-maximal effect; % of control where 0% means no effect; nearly all actives have a fitted effect of over 50% in size
SW480 rerep: inducers of DNA re-replication in SW480 colon cancer cells | SW480 DNA re-replication, Hoechst DNA content imaging, 48 h | Potency, µM (series often up to 46.1 µM), without a hit: at the highest dose re-replication activation, actives largely listed as activators | 340,000 compounds, 1.8% hits; also: potency is read from the fitted curve at half-maximal effect; % of control where 0% means no effect; nearly all actives have a fitted effect of over 55% in size
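Quantitative HTS format with DMSO vehicle controls; 48 hr drug incubation at 37 C, then 40 min Hoechst staining and scanning imager measurement at 405 nm excitation.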
HT1080 IDH1KD tx: toxicity to HT-1080 IDH1 knockdown cells (counter line) | HT-1080 IDH1 knockdown viability, ATP luminescence, 48 h | Potency, µM (doses to about 46.1 µM), inactives show at the top dose activity, negative = toxicity, actives largely listed as cytotoxic | 360,000 compounds, 2% hits | AID 686971;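 also: potency is read from the fitted curve at half-maximal effect; 0% = DMSO wells and -100% = cell-free medium wells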
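Assay cells: HT-1080 with IDH1 knockdown, 750 per well, RPMI/5% FBS. Exposure: 48 h at 37 °C following 2 h pre-incubation. Read: CellTiter-Glo luminescence; fitted concentration-response, curve class assigned.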
IL-1B inflam inh: blocks inflammasome-driven IL-1 beta release; THP-1 LPS/ATP IL-1B secretion, AlphaLISA, 16 h; hits give low values; activity change, % at 57.5 µM; 360,000 compounds, 4.7% hits; in the data active = activity change below about -50%; inconclusive = mostly about -30% to -49%; also: % is scaled to controls: 0 for no effect and ±100 for the full control effect
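Secreted IL-1B measured by AlphaLISA bead assay after 16 h compound exposure of THP-1 cells; compounds (final up to 57.5 uM) added 1 h before LPS (250 ng/mL) and ATP (1.25 mM) stimulation; lower signal means less secretion.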
KB-V1 cytotox: kills drug-selected multidrug resistant KB-V1 cells; Potency, µM (doses to about 46.1 µM), inactives show top-dose activity change, negative = cytotoxicity, usual class: cytotoxic; 400,000 compounds, 3.4% hits; KB-V1 MDR cells viability, CellTiter-Glo, 72 h; AID 1347076; also: potency is read from the fitted curve at half-maximal effect; % is scaled to controls: 0 for no effect and ±100 for the full control effect; nearly all actives have a fitted effect of over 60% in size
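Cytotoxicity via CellTiter-Glo luminescence after 72 h compound exposure at 37 degrees C. Cells: drug-selected KB-V1 line, DMEM phenol-red free plus 10% FBS. Compounds tested at multiple concentrations; normalized data fitted to concentration-effect curves.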
D3 ag: D3 dopamine receptor (human) agonism | P35462 | D3R DiscoveRx beta-arrestin cells, luminescence, 90 min | max activation, % | 410,000 compounds, 0.58% hits; in the data active = max activation above about 30%; also: 0% is about no effect; mostly tested at two doses, the higher about 12 µM
Target sequence (P35462 whole entry, looked up): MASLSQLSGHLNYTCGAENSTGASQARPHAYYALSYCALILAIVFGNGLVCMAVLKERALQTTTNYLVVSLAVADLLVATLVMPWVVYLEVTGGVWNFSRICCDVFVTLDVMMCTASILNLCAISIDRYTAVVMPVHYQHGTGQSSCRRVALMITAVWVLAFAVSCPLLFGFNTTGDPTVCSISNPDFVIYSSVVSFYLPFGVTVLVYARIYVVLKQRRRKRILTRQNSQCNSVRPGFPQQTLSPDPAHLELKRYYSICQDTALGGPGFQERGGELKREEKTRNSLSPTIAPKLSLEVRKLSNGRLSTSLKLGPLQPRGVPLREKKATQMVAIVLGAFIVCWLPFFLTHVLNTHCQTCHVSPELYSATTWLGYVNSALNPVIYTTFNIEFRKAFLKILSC
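Agonist-mode cell screen: cells plated at 1500/well and incubated overnight at 37 °C, then exposed to library compounds for 90 min at 37 °C. Detection reagent was added for 30–60 min at room temperature, and luminescence was read.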
* marks the source's active call; other numbers are inactive results; ? = inconclusive; · = not tested or not shown; [ ] = dose if it differs, or a comment. Unless noted, calls follow the shape of the dose curve; as a rule, active = well fitted curve in the direction sought with a large enough effect; inconclusive = small, poorly fitted or top-dose-only effect, or another doubt; inactive = no such curve, though single readings can be large; an effect the other way counts as inactive or inconclusive. This is a random part of the collection; overall some 11% were active at least once.

The line under a structure holds: HT1080NT lethal | HEK293 tox | KB-3-1 cytotox | MCF10A rereplic | SW480 rerep | HT1080 IDH1KD tx | IL-1B inflam inh | KB-V1 cytotox | D3 ag
> Cc1ccccc1-c1csc(C(O)(c2ccccc2)C(F)(F)F)n1 (stereo not drawn)
 : ? | -12.7% | 0.0% | · | · | ? | 0.0 | 6.2% | 0.0
> COc1cccc(CNC(=O)C(NS(=O)(=O)c2ccc3c(c2)oc(=O)n3C)C(C)C)c1 (stereo not drawn)
 : · | 1.8% | 3.4% | · | · | · | · | 1.2% | 2.0
> Cc1cc(=O)oc2cc(Oc3ccc([N+](=O)[O-])cc3[N+](=O)[O-])ccc12
 : -2.0% | 18.4% | 12.1% | ? | -36.4%[inhibitor] | ? | -104.0* | ? | -1.4
> CCOc1ccccc1NC(=O)CSc1ccc2nnc(CCNS(=O)(=O)c3ccccc3)n2n1
 : · | -7.2% | 1.4% | · | · | · | · | 3.6% | -3.1
> Cc1sc2nc(C(C)C)nc(SCC(=O)N3CCOCC3)c2c1C
 : -3.1% | 5.8% | 0.9% | 17.7% | 0.9% | -18.2% | 25.6 | ? | 7.7
> COc1ccccc1OCCC(=O)OCC(=O)Nc1cc(S(=O)(=O)N2CCOCC2)ccc1Cl
 : -2.8% | 0.0% | -4.3% | -0.3% | 2.3% | -0.4% | 5.7 | -15.4% | -9.5
> O=C(COC(=O)CCC1CCCC1)Nc1ccc(Cl)cc1F
 : -3.8% | -8.8% | -9.2% | -6.3% | 23.1µM* | 14.3% | 0.0 | -8.6% | -8.0
> CCC(c1nnc(SCCNCCO)n1CCN1CCOCC1)N(C)C (stereo not drawn)
 : -0.4% | -2.5% | -3.8% | -17.8% | -1.5% | 0.1% | -22.1 | -4.1% | -10.8
> O=C(Nc1nccs1)c1cc(-c2ccccn2)nc2c(Cl)cccc12
 : ? | ? | -4.4% | 16.2% | 4.9% | -29.8% | 27.2 | ? | 0.0
> COc1ccc(-c2csc(-c3ccc(C(=O)O)cc3)n2)cc1
 : -2.8% | 1.4% | -4.9% | 0.7% | -3.0% | -1.7% | 4.2 | 13.3% | -3.6
> CC(=O)N1CCc2cc(S(=O)(=O)NCCCN3CCN(Cc4ccccc4)CC3)ccc21
 : -9.6% | -5.3% | 1.2% | -8.2% | -1.9% | -29.6% | -11.0 | -28.2% | 3.9
> Cc1nc2ccc(S(=O)(=O)NCC(=O)N3CCN(c4ccccc4)CC3)cc2s1
 : -2.3% | -4.0% | -5.7% | 1.7% | 8.1% | -9.1% | -5.8 | -10.6% | 1.6
> NC(=O)c1ccc(NC(=O)c2ccc3c(c2)CCN3S(=O)(=O)c2ccccc2)cc1
 : -19.8% | -10.9% | 14.8% | 3.3% | -17.1% | -5.7% | 23.6 | ? | 4.2
> CCn1c(SCc2cccc(C(=O)O)c2)nnc1-c1ccc(Cl)cc1
 : 11.6% | -7.6% | 7.4% | -3.4% | -9.5% | 8.3% | 4.9 | 1.4% | 6.0
> COc1ccccc1-c1nc(C#N)c(N2CCN(c3ccccc3)CC2)o1
 : 0.3% | -0.6% | 0.9% | 6.5% | -11.2% | -8.9% | -7.7 | 0.8% | -2.8
> N#Cc1c(Cl)nc(N/N=C/c2ccccc2)c(Cl)c1Cl
 : 10.0% | -7.5% | 0.0% | 8.7% | · | 11.1% | -17.8 | 4.0% | 0.9
> CCC(=Cc1ccc(CC)cn1)CC
 : 19.6% | 8.8% | 12.0% | -0.6% | 0.3% | 1.7% | 10.9 | 16.0% | 1.8
> Cc1cc(Cl)nc2c(C(C)C)cccc12
 : 2.9% | 3.8% | 1.1% | 1.5% | -11.6% | 8.7% | 39.9 | -2.8% | 0.5
> O=C(NN=Cc1ccc2c(c1)OCO2)c1ccc([N+](=O)[O-])cc1
 : 4.8% | 4.9% | -0.6% | · | · | 22.2% | 26.4 | 4.5% | 3.2
> Cc1nc2nc(-c3ccccc3)nn2c(C)c1Cl
 : -4.8% | 9.9% | ? | 6.4% | -2.8% | -0.4% | 36.8 | ? | 2.6
> Cc1ccc(SC(=O)c2c(C)noc2-c2cc(C)on2)cc1
 : -18.0% | -12.2% | 8.8% | ? | -1.1% | ? | -64.5* | 5.7% | -8.0
> O=C1CCC(C(=O)NCc2ccccc2)N1 (stereo not drawn)
 : 10.3% | -5.4% | -0.5% | 1.9% | -6.9% | 8.2% | -10.0 | 0.5% | -1.3
> CCN(Cc1ccccc1)Cc1ccc(OCc2ccccc2)cc1
 : -0.6% | 3.3% | 8.3% | -0.2% | 0.1% | -0.4% | 14.9 | -15.6% | -6.0
> O=C(CN1C(=O)CC(c2ccco2)Sc2ccccc21)Nc1ccc(Br)cc1 (stereo not drawn)
 : · | 0.0% | ? | · | · | · | · | ? | 5.2
> COc1cc(C(=O)N2CCN(C3=NS(=O)(=O)c4ccccc43)CC2)cc(OC)c1OC
 : -1.6% | -17.4% | -0.9% | · | · | -2.9% | 1.2 | 23.0% | 3.4
> O=C(c1ccc(S(=O)(=O)N2CCCCC2)cc1)c1nnc(-c2ccc(Cl)cc2)o1
 : 1.0% | 8.6% | -2.9% | 5.3% | 2.6% | -2.0% | 7.9 | -22.6% | 0.6
> CC1CCN(C(=O)COC(=O)C23CC4CC(CC(O)(C4)C2)C3)CC1
 : 1.0% | -11.7% | 25.3% | -3.2% | 2.4% | 1.6% | 22.5 | 0.0% | 1.2
> O=C(NCCN1CCOCC1)c1ccccc1-c1ccccc1
 : 9.0% | 18.5% | 0.2% | 9.7% | 2.3% | 0.1% | 16.5 | -0.1% | 0.1
> CCOCCCNC(=O)C1CCN(C(=O)Nc2ccc(Cl)cc2)CC1
 : -3.6% | -13.3% | 0.0% | 421.7%[0.0737 µM] | 9.7% | -14.0% | -10.6 | 0.0% | 2.0
> Clc1nn2cnnc2c2ccccc12
 : -8.7% | -11.7% | -1.9% | 23.4% | ? | 0.0% | 23.4 | 6.1% | 1.0

(continued)
The line under a structure holds: HT1080NT lethal | HEK293 tox | KB-3-1 cytotox | MCF10A rereplic | SW480 rerep | HT1080 IDH1KD tx | IL-1B inflam inh | KB-V1 cytotox | D3 ag
> Oc1ccc(/C=N/N2CCCCC2)cc1O
 : -3.6% | -23.9% | 3.3% | ? | ? | -22.3% | 16.1 | 1.7% | 7.3
> CCOC(=O)C1(Cc2ccc(Cl)cc2)CCN(C(=O)C2CCCO2)CC1 (stereo not drawn)
 : 9.6% | 7.6% | -7.6% | 0.0% | -1.8% | 5.1% | 29.3 | -22.2% | 6.5
> COC(=O)[C@@]1(Cc2ccccc2)[C@H]2C(=O)N(Cc3ccccc3)C(=O)[C@H]2[C@H]2CN(C)C(=NCc3ccccc3)N21
 : -1.5% | -9.4% | 0.0% | -24.1% | -1.1% | -2.6% | -14.1 | -2.1% | -53.1
> Cn1cc(CN2CCN(c3ccc(Cl)cn3)CC2)c(-c2ccccc2F)n1
 : 3.5% | -8.1% | -13.9% | 8.9% | -4.1% | 4.0% | ? | 0.0% | -10.0
> O=C(Cn1nnc(-c2ccc(OCc3ccccc3F)cc2)n1)N1CCOCC1
 : -0.8% | -20.1% | 7.8% | 13.5% | -5.4% | 2.1% | -3.2 | ? | -6.6
> CCCCn1c(=N)c(C(=O)NC2CCCCC2)cc2c(=O)n3cccc(C)c3nc21
 : · | 83.9%[activator] | -9.4% | · | · | · | · | -2.6% | 5.8
> CC(C)CC(=O)N1CCN(c2ccc([N+](=O)[O-])cc2Cl)CC1
 : 4.3% | -35.5% | -21.1% | 5.1% | -2.0% | 2.0% | -24.7 | -0.4% | 0.3
> Fc1ccc(NC(=S)N/N=C/c2ccc(F)c(F)c2)c(F)c1
 : 12.4% | ? | 4.6% | 1.4% | -15.8% | 3.8% | ? | 15.8% | -6.3
> O=C(NCc1cccs1)Nc1ccc(Cl)cc1
 : -0.1% | -4.8% | -7.9% | 0.7% | -6.3% | -2.3% | -13.4 | 2.4% | -13.1
> CC(=O)Nc1ccc(S(=O)(=O)N2CCN(C(=O)C3COc4ccccc4O3)CC2)cc1 (stereo not drawn)
 : -0.4% | -3.8% | -18.2% | ? | -0.9% | -29.9% | -2.4 | -15.7% | 0.4
> CCOC(=O)[C@@H]1[C@H]2COc3cc(OC)ccc3[C@H]2N2C(=O)N(c3ccc(C(F)(F)F)cc3)C(=O)[C@@]12C
 : 0.4% | 8.2% | 10.0% | ? | -0.7% | 0.6% | 9.1 | -1.4% | 19.5
> Cn1ccnc1C(=O)c1cccc([N+](=O)[O-])c1
 : 16.9% | 3.7% | 5.1% | -4.2% | 1.7% | 5.8% | 4.8 | 2.0% | 2.0
> CC(C(=O)Nc1ccccc1Br)c1ccc([N+](=O)[O-])cc1 (stereo not drawn)
 : -13.2% | 14.6% | 1.0% | -2.7% | ? | -0.8% | -8.8 | 11.4% | -0.9
> COc1ccc2cc(C(=O)C3CCCN(C(=O)Cc4c(C)noc4C)C3)ccc2c1 (stereo not drawn)
 : -10.9% | -7.2% | -9.7% | 4.9% | ? | -1.0% | 3.1 | ? | 7.6
> CCCCN(CC)S(=O)(=O)c1c(C)[nH]c(=O)[nH]c1=O
 : 1.6% | 2.2% | 26.1% | -23.4% | -15.2% | 3.1% | 33.9 | 5.3% | 3.5
> CCOC(=O)c1ccc(NC(=O)c2nc[nH]c2C(=O)N[C@H](C)c2ccccc2)cc1
 : ? | 3.6% | ? | ? | 20.4% | ? | -8.8 | -27.2% | -11.1
> Cc1cccc(C)c1NC(=O)C(c1ccccc1)N1CCN(C)CC1 (stereo not drawn)
 : 4.7% | -3.1% | -3.4% | · | · | 24.3% | -13.4 | -4.2% | -4.4

Source: PubChem
